12-LOX inh = inhibitors of human 12S-lipoxygenase ALOX12; AID 1671190; Potency, µM (top dose mostly 108 µM), inactives show at the top dose activity change, negative = inhibition, most hits filed as inhibitors; hit rate 1.1% among 580,000; purified 12hLO, xylenol orange hydroperoxide absorbance; P18054; active = well fitted inhibition curve with a large enough effect; inconclusive = small, poorly fitted or top-dose-only effect, or another doubt; inactive = no such curve, though single readings can be large or run the other way
Target sequence (P18054 whole entry, looked up): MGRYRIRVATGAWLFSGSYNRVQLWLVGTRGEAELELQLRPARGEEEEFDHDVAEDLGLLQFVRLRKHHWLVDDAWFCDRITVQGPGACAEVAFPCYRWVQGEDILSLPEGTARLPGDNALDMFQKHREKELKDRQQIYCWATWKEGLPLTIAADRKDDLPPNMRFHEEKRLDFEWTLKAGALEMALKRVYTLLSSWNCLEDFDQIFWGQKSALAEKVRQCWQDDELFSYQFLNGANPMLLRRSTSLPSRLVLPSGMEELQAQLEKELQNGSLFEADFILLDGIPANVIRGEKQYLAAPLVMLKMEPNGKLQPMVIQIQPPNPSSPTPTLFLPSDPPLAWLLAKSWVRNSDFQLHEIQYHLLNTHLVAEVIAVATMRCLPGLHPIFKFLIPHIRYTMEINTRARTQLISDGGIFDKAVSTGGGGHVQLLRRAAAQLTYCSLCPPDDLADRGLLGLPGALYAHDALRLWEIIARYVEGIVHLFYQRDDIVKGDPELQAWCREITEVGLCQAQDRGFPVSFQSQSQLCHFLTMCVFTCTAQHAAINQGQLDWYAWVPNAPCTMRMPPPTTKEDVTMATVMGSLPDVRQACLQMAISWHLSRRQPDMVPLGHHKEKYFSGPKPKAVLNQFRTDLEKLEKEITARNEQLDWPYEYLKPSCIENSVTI
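Purified human 12hLO at 150 nM in 25 mM Hepes, 0.01% Triton X-100, pH 7.0, preincubated 15 min at room temperature with compound. Reaction started with 40 uM arachidonic acid, 30 min at room temperature. Hydroperoxide measured by Fe-xylenol orange, 573/405 nm absorbance ratio.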
* = called active by the depositor; ? = inconclusive; [ ] = another dose, or the depositor's remark. % is scaled to controls: 0 for no effect and ±100 for the full control effect; potency is read from the fitted curve at half-maximal effect.

entry | 12-LOX inh | Compound
1 | 24.9% | COC[C@@H]1CN(S(=O)(=O)c2ccc(F)cc2F)C[C@H]1C(N)=O
2 | 58.9%[activator] | CC(C)C(C(=O)N1CCC2(CC1)CN(C)CCN2C)c1ccc(Cl)cc1 (stereo unspecified)
3 | 42.9%[activator][176 µM] | Cc1nn(-c2ccccc2)c(C)c1[C@@H]1C=C[C@@H](NC(=O)c2ccc(N(C)C)cc2)C1
4 | ? | COc1ccc2c(C)c(CC(=O)NCc3ccc(F)cc3)c(=O)oc2c1C
5 | 3.4% | Cc1nnc(NC(=O)c2ccc3ccn(C)c3c2)s1
6 | -12.5% | Cc1ccc(C)c(CN2C(=O)NC3(CCN(C(=O)Cc4cccc(F)c4)CC3)C2=O)c1
7 | -2.3% | O=C(c1ccccn1)N1CCN(C(c2ccc(F)cc2)c2ccc(F)cc2)CC1
8 | ? | Cc1ccc(/C=C/C(=O)OCc2ccc(C#N)cc2)cc1
9 | -33.0%[57.4 µM] | Cc1cnc(Nc2ccc(N3CCN(C)CC3)cc2)nc1Nc1cccc(S(=O)(=O)NC(C)(C)C)c1
10 | 13.2% | Cc1ccccc1NC(=O)CSc1nc2c(cc1C#N)CCCC2
11 | -44.4% | CSc1ccc(NC(=O)c2n[nH]c(=O)c3ccccc23)cc1
12 | ? | CSCc1noc(CNC(=O)c2ccc(-c3ccccc3Cl)o2)n1
13 | -1.2% | CN(C)C(=S)SCC(=O)NCCNC(=O)CSC(=S)N(C)C
14 | 3.2% | Cc1ccc(NC(=O)N2CCC3(CCNC(=O)CC3)CC2)cc1F
15 | 165.2%[activator] | N#CCc1ccc(NC(=O)CNc2cccc(Br)c2)cc1
16 | -1.0% | Cn1nccc1C(=O)N1CCCC(Cc2nc(C3CCOCC3)no2)C1 (stereo unspecified)
17 | 60.9%[activator][176 µM] | O=C(C1CC1)N1C[C@@H]2OCC(=O)N(Cc3ccccn3)[C@@H]2C1
18 | 11.9% | N#Cc1ccccc1CN1CCN(c2oc(C3CC3)nc2C#N)CC1
19 | ? | COc1cccc(Nc2nc(-c3cc4cc(Br)ccc4oc3=O)cs2)c1
20 | 22.1% | COc1ccc(Cl)cc1NC(=O)COC(=O)c1[nH]c(C)c(C(C)=O)c1C
21 | -2.0% | COc1cccc(S(=O)(=O)N2CCC(n3cnnc3C3CC3)CC2)c1
22 | 10.5%[6.33 µM] | CCC(=O)N1Cc2ccccc2CC2(CCCN(Cc3ccccn3)C2)C1 (stereo unspecified)
23 | -4.2% | CCC(C)NC(=O)Cn1cccc1-c1nc(-c2cccc(Cl)c2)no1 (stereo unspecified)
24 | 5.6% | CCOC(=O)C(C)Oc1ccc2c(=O)c(Oc3ccc(CC)cc3)c(C(F)(F)F)oc2c1 (stereo unspecified)
25 | 189.4%[activator] | CC(N)COC(=O)C(CCCCN)NC(=O)Cc1c(-c2ccc3ccccc3c2)[nH]c2c1ccc1ccccc12 (stereo unspecified)
26 | 21.4% | Cc1cnc(C(=O)N2CCCCCCNC(=O)[C@@H]3C[C@@H](c4nc(-c5cccnc5)no4)C[C@@H]32)cn1
27 | 80.2%[activator] | O=C(O)c1cc(Br)cc(S(=O)(=O)NCc2ccccn2)c1
28 | 45.4%[activator] | Cc1c(CN2C[C@@H](CN(C)CCO)[C@@H](CO)C2)[nH]c2c(Cl)cccc12
29 | 9.8% | Cc1ccc(-c2ncc(C(=O)N3CCC(Nc4ncccn4)CC3)c(=O)[nH]2)cc1
30 | -1.5% | O=C(Nc1cccc(S(=O)(=O)N2CCCCC2)c1)c1cccc2cccnc12
31 | 5.3% | CCCn1cc2c3c(cccc31)CN(C(=O)c1cccc(F)c1)CC2
32 | ? | CCCCCOc1ccc(/C=C/C(=O)c2ccc(O)cc2)cc1OC
33 | 72.2%[activator] | Cc1cnc(CCNC(=O)Cc2ccncc2)n1CC1CC1
34 | -22.4% | Cn1cnc2c1c(=O)n(CCCSCc1ccc(F)cc1Cl)c(=O)n2C
35 | 5.4% | CC1=C(C#N)C(c2ccccc2)C2=C(CC(C)(C)CC2=O)N1 (stereo unspecified)
36 | -0.3% | O=C(COc1coc(CN2CCCCC2)cc1=O)NCc1ccccc1
37 | -2.9% | Cc1cccc(NC(=O)NCCc2nnc3n2CCCCC3)c1
38 | -15.9% | Cc1ccc(OCc2nc3ccccc3n2C(C(=O)NC(C)(C)C)c2ccccc2)cc1 (stereo unspecified)
39 | ? | COc1ccc(NC(=O)Cn2c(N3CCCCC3)nc(C)c(C)c2=O)cc1Cl
40 | ? | COc1cccc(C2=CC(c3cc(Cl)ccc3OC(F)F)n3ncnc3N2)c1 (stereo unspecified)
41 | -1.1%[6.33 µM] | O=C(NCc1ccc(Cl)nc1)c1cnn2c1CN(C(=O)c1cccnc1)CC2
42 | -5.3% | CCOC(=O)c1ccc2[nH]c(CSCC(=O)Nc3cccc(Cl)c3C)cc(=O)c2c1
43 | -10.4% | CC(C)c1ccc(S(=O)(=O)NCC(c2cccs2)N(C)C)cc1 (stereo unspecified)
44 | -6.3% | COc1cccc(N2CCN(C(=O)c3cn4ccnc(-c5ccccc5)c4n3)CC2)c1
45 | 1.3% | CC(=O)c1cccc(Nc2nc3ccccc3nc2NS(=O)(=O)c2ccc(C)c(C)c2)c1
46 | 25.2% | O=C(NCC1Cn2cccc2C(=O)N1Cc1ccccc1)NC1CCCC1 (stereo unspecified)
47 | -17.8%[6.33 µM] | COc1ccc(-c2nc(C3CC3)nc3c2CN(C(=O)c2ccccn2)CC3)cc1
48 | 93.8%[activator] | O=C(O)C1c2nc[nH]c2CCN1C(=O)CCCn1ccnc1 (stereo unspecified)
49 | -13.4% | Cc1ccc(C(CCNCc2ccccc2)c2ccco2)cc1 (stereo unspecified)
50 | 0.0% | C=C1C(=O)OC2C1CCC(C)=CCCC1(C)OC21 (stereo unspecified)
51 | -13.8% | CC(=O)N1c2ccc(S(=O)(=O)NCCC(=O)N(C)Cc3ccco3)cc2CC1C (stereo unspecified)
52 | 31.9%[activator] | Cc1ccc(-c2noc(-c3nc(Cc4ccc(F)cc4)no3)n2)cc1
53 | 24.1% | O=C(Cn1ncc2ccccc2c1=O)N1CCCCC1CCn1cccn1 (stereo unspecified)
54 | -6.0% | NC(=O)c1cccnc1N1CCOC(CC(c2ccccc2)c2ccccc2)C1 (stereo unspecified)
55 | -10.4% | O=C(O)C1CN(C(=O)N2CCOCC2)CCN(C2CCOCC2)C1 (stereo unspecified)
56 | 9.8% | COC[C@H]1NC(=O)CC[C@H]1C(=O)N1CCc2ccccc21

(further entries)
entry | 12-LOX inh | Compound
57 | 50.0%[activator] | COc1ccc(CC(=O)N[C@@H]2CN(C)C[C@H]2CN(C)C)cc1Cl
58 | -1.3%[176 µM] | COc1ccc(CN2CC[C@H]3CN(C)CC[C@H]3CC2=O)cc1
59 | ? | O=C(Cc1c[nH]c2ncc(-c3ccc(F)cc3)cc12)N1CCOCC1
60 | -0.4% | COc1ccc(C(=O)Nc2ccc(-c3noc([C@@H]4CCCN4Cc4ccccc4C)n3)cn2)cc1
61 | -12.7% | CC(OC(=O)c1cc(C2CC2)nn1-c1ccccc1)C(=O)Nc1ccc2c(c1)OCCO2 (stereo unspecified)
62 | -7.9% | O=C(NCC1CCCO1)N1CC(c2nc(CCOCC3CCCC3)no2)C1 (stereo unspecified)
63 | 4.3%[6.33 µM] | CC(C)NC(=O)N1CCC2(CC1)CN(C(=O)C1CCN(C)CC1)Cc1ccccc1O2
64 | ? | Cc1cccc(CN2CCC(CNC(=O)Nc3cn(CC(C)C)c(=O)c4ccccc34)CC2)c1

In a second layout: results already given.
nr | canonical_smiles | 12-LOX inh
59 | O=C(Cc1c[nH]c2ncc(-c3ccc(F)cc3)cc12)N1CCOCC1 | ?
60 | COc1ccc(C(=O)Nc2ccc(-c3noc([C@@H]4CCCN4Cc4ccccc4C)n3)cn2)cc1 | -0.4%
61 | CC(OC(=O)c1cc(C2CC2)nn1-c1ccccc1)C(=O)Nc1ccc2c(c1)OCCO2 (stereo unspecified) | -12.7%
62 | O=C(NCC1CCCO1)N1CC(c2nc(CCOCC3CCCC3)no2)C1 (stereo unspecified) | -7.9%

Continued:
entry | 12-LOX inh | Compound
65 | 37.8%[activator] | O=C(Nc1cccc(Br)c1)N1CC2CC(C1)[C@H]1CCCC(=O)N1C2 (stereo partly specified)
66 | 28.6% | CCn1c(CN(c2ccccc2)S(C)(=O)=O)nnc1SCC(=O)c1cc(C)n(CC)c1C
67 | 117.9%[activator][176 µM] | COCC1(CNC(=O)c2cc(C)on2)C[C@@H](O)[C@@H](O)C1 (stereo partly specified)
68 | 26.1% | Cc1c(F)cccc1NC(=O)N1CCCC(c2noc(COc3ccccc3)n2)C1 (stereo unspecified)
69 | 12.3% | NC(=O)[C@@H](Cc1ccccc1)NC(=O)[C@@]1(O)C[C@@H](O)[C@H](O)[C@@H](NC(=O)Nc2ccc(OC(F)(F)F)cc2)C1
70 | 14.1% | O=Cc1c[nH]c2cccc(C(=O)O)c12
71 | -3.6% | CCCCNC(=O)C[C@@H]1C[C@@]2(C(=O)OCC)CCCC=C2N(Cc2ccc3c(c2)OCO3)C1=O
72 | 3.7% | c1csc(CN2CCC(Oc3ccccc3-c3nc(-c4cnccn4)no3)C2)c1 (stereo unspecified)
73 | 27.0% | Cc1ccccc1Cn1nc2n(c1=O)CCCCC2
74 | 8.9% | Cc1ccc(Sc2nc3c(c(=O)[nH]c(=O)n3C)n2Cc2cccc(C)c2)cc1
75 | 46.5%[activator] | O=C(C1CC(=O)N(c2n[nH]c3ccccc23)C1)N1CCSCC1 (stereo unspecified)
76 | 5.9% | COc1cccc(C(CNC(=O)CCc2nnc(-c3ccsc3)o2)N(C)C)c1 (stereo unspecified)
77 | 5.3% | COc1cc(=O)n2c(c1C(=O)Nc1cc(Cl)ccc1Cl)CCCC2
78 | 51.5%[activator][176 µM] | O=C1OC[C@@H]2CCN(Cc3ccccn3)Cc3ccccc3N12
79 | 21.0% | c1cncc(-c2ccnc3nc(C4CCC4)nn23)c1
80 | 31.5% | CCc1ccc(C(=O)N2CCN(c3cc(-c4ccc(OC)cc4)[nH]n3)CC2)cc1
81 | 1.7% | Cc1ccc(C2NC(=O)N(CC(=O)NC(C)CCc3ccccc3)C3=C2C(=O)OC3)cc1 (stereo unspecified)
82 | 7.3% | CNC(=O)c1cccc(NC(=O)CSCc2csc(-c3ccc(C(C)C)cc3)n2)c1
83 | ? | O=C(/C=C/Nc1ccc(F)c(Cl)c1)c1ccc(-c2ccccc2)cc1
84 | ? | O=C(c1nnc(COc2ccc(F)cc2)n1-c1ccccc1)N1CCC[C@@H]1C(c1ccccc1)c1ccccc1
85 | 1.7% | O=C(Nc1cccc2[nH]ccc12)C(=O)N1CCCC1
86 | 5.8% | CC(=O)Nc1ccc(CN2CC3CCC(C2)N3c2ccc(C(F)(F)F)cc2)cc1
87 | 0.4%[6.33 µM] | O=C(C1CCCCC1)N1CCCC2(CN[S+](=O)([O-])c3cccnc3O2)C1 (stereo unspecified)
88 | 4.2% | O=c1c2c(CO)c(-c3ccc(F)cc3)nn2ccn1Cc1cc(=O)n2ccccc2n1
89 | ? | COc1ccc(Cl)cc1NC(=O)Cc1coc2cc(C)c(C)cc12
90 | ? | O=C(O)C1Cc2nc[nH]c2CN1C(=O)c1cccc(-n2cccn2)c1 (stereo unspecified)
91 | ? | Cc1ccc2[nH]c(C)c(C(O)CN3CCC(Cc4ccccc4)CC3)c2c1 (stereo unspecified)
92 | -25.0% | O=C(CC1(C(=O)O)CCCCCC1)Nc1ccccc1CO
93 | 72.0%[activator] | COc1ccc(CCC(=O)N2CC[C@H]3C(=O)NCCCCCCN(Cc4ccncc4)[C@@H]3C2)cc1
94 | -13.4% | Cc1cccc(C)c1NC(=O)C1CCCCC1

Structural class, those above containing fluorine (17)
entry | 12-LOX inh | Compound
1 | 24.9% | COC[C@@H]1CN(S(=O)(=O)c2ccc(F)cc2F)C[C@H]1C(N)=O
4 | ? | COc1ccc2c(C)c(CC(=O)NCc3ccc(F)cc3)c(=O)oc2c1C
6 | -12.5% | Cc1ccc(C)c(CN2C(=O)NC3(CCN(C(=O)Cc4cccc(F)c4)CC3)C2=O)c1
7 | -2.3% | O=C(c1ccccn1)N1CCN(C(c2ccc(F)cc2)c2ccc(F)cc2)CC1
14 | 3.2% | Cc1ccc(NC(=O)N2CCC3(CCNC(=O)CC3)CC2)cc1F
24 | 5.6% | CCOC(=O)C(C)Oc1ccc2c(=O)c(Oc3ccc(CC)cc3)c(C(F)(F)F)oc2c1 (stereo unspecified)
31 | 5.3% | CCCn1cc2c3c(cccc31)CN(C(=O)c1cccc(F)c1)CC2
34 | -22.4% | Cn1cnc2c1c(=O)n(CCCSCc1ccc(F)cc1Cl)c(=O)n2C
40 | ? | COc1cccc(C2=CC(c3cc(Cl)ccc3OC(F)F)n3ncnc3N2)c1 (stereo unspecified)
52 | 31.9%[activator] | Cc1ccc(-c2noc(-c3nc(Cc4ccc(F)cc4)no3)n2)cc1
59 | ? | O=C(Cc1c[nH]c2ncc(-c3ccc(F)cc3)cc12)N1CCOCC1
68 | 26.1% | Cc1c(F)cccc1NC(=O)N1CCCC(c2noc(COc3ccccc3)n2)C1 (stereo unspecified)
69 | 12.3% | NC(=O)[C@@H](Cc1ccccc1)NC(=O)[C@@]1(O)C[C@@H](O)[C@H](O)[C@@H](NC(=O)Nc2ccc(OC(F)(F)F)cc2)C1
83 | ? | O=C(/C=C/Nc1ccc(F)c(Cl)c1)c1ccc(-c2ccccc2)cc1
84 | ? | O=C(c1nnc(COc2ccc(F)cc2)n1-c1ccccc1)N1CCC[C@@H]1C(c1ccccc1)c1ccccc1
86 | 5.8% | CC(=O)Nc1ccc(CN2CC3CCC(C2)N3c2ccc(C(F)(F)F)cc2)cc1
88 | 4.2% | O=c1c2c(CO)c(-c3ccc(F)cc3)nn2ccn1Cc1cc(=O)n2ccccc2n1

Screening data as filed in PubChem.

Some of the compounds tested; count on the stated rates, not on these rows.
